# Compound activity from PubChem.
# TcdB GH inh: TcdB glycohydrolase inhibitors, primary screen, biochemical, single point, plate reader | actives 0.24% (n = 350,000) | Toxin B (Clostridioides difficile), P18177 | TcdB glycohydrolase enzymatic assay | inhibition, % at 9.99 µM; in the data active = inhibition above about 10%
# 3CLpro inhibitor: SARS-CoV 3CLpro protease inhibitors, primary screen, biochemical, quenched FRET | actives 0.14% (n = 290,000) | recombinant SARS-CoV 3CLpro, quenched FRET peptide cleavage | inhibition, % at 6 µM; in the data active = inhibition above about 12%
# PriA SSB inh: inhibitors of Klebsiella pneumoniae PriA binding to SSB C-terminal tail, primary screen, biochemical, AlphaScreen | actives 0.6% (n = 430,000) | PriA–SSB C-terminal tail interaction (Klebsiella pneumoniae) | inhibition, % at 33 µM | AlphaScreen SSBct-PriA binding, biotinylated peptide | AID 1272365, 2023; in the data active = inhibition mostly above about 37%, no sharp cut-off; inactive = mostly below about 20%;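 also: plate controls were negative control peptide for no effect and reference peptide for full effect; strong numbers were not always called active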
# VHR inh abs: VHR1 phosphatase inhibitors, primary screen, biochemical, absorbance, uHTS | actives 0.52% (n = 290,000) | inhibition, % at 13.3 µM | Dual specificity protein phosphatase 3 (Homo sapiens), P51452 | recombinant VHR phosphatase, pNPP absorbance | AID 1654, 2009; in the data active = inhibition above about 50%; also: some compounds called inactive have numbers as strong as hits
# Target sequence (P51452 whole entry, looked up): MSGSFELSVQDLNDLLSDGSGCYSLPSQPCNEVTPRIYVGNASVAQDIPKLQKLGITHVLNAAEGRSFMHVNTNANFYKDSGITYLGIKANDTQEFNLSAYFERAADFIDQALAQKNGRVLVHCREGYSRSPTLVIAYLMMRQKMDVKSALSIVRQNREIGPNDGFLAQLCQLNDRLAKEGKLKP
# Vc quorum ag: inducers of Vibrio cholerae quorum light production without autoinducers, primary screen, BH1578 luxS cqsA deficient, single point. V. cholerae BH1578 lux reporter, luminescence, 6 h. activation, % at 18.7 µM. actives 0.16% (n = 350,000); in the data active = activation mostly above about 9.7%, no sharp cut-off; inconclusive = no clear call, values can overlap the other calls; inactive = mostly below about 3.7%; also: not every result past the cut was called active; inactives centre near 0; reference of the scale not given here
# PfHsp40 yeast: rescue of yeast from PfHsp40 toxicity, primary screen, S. cerevisiae, ATP luminescence | S. cerevisiae expressing PfHsp40, growth rescue | growth rescue, % at 12.5 µM | actives 0.68% (n = 340,000) | AID 504582, 2011; in the data active = growth rescue above about 28%, passing the limit was not always enough; inconclusive = no clear call, values can overlap the other calls;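 also: yeast W303a lacking pdr1 and pdr3 grown in galactose medium; growth measured after three days at 30 °C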
# Y pestis TopoI: Yersinia pestis topoisomerase I inhibitors, primary screen, biochemical, cleavage product accumulation, plate reader, single point; DNA topoisomerase I (Yersinia pestis CO92); Y. pestis Topo-I cleavage product accumulation; activity, % at 10 µM; actives 0.064% (n = 360,000); AID 504884, 2011; in the data active = activity above about 50%, passing the limit was not always enough; inconclusive = no clear call, values can overlap the other calls; also: inactives centre near 2
# Anthrax LF prot: Bacillus anthracis LF protease inhibitors, primary screen, biochemical, multiplex microsphere, MLPCN library; Lethal factor (Bacillus anthracis), P15917; multiplex microsphere protease cleavage assay; inhibition, % at 10 µM; actives 0.12% (n = 360,000); AID 588501, 2011; also: plate controls were buffer without enzyme for full effect and enzyme alone for no effect
# Target sequence (P15917 whole entry, looked up): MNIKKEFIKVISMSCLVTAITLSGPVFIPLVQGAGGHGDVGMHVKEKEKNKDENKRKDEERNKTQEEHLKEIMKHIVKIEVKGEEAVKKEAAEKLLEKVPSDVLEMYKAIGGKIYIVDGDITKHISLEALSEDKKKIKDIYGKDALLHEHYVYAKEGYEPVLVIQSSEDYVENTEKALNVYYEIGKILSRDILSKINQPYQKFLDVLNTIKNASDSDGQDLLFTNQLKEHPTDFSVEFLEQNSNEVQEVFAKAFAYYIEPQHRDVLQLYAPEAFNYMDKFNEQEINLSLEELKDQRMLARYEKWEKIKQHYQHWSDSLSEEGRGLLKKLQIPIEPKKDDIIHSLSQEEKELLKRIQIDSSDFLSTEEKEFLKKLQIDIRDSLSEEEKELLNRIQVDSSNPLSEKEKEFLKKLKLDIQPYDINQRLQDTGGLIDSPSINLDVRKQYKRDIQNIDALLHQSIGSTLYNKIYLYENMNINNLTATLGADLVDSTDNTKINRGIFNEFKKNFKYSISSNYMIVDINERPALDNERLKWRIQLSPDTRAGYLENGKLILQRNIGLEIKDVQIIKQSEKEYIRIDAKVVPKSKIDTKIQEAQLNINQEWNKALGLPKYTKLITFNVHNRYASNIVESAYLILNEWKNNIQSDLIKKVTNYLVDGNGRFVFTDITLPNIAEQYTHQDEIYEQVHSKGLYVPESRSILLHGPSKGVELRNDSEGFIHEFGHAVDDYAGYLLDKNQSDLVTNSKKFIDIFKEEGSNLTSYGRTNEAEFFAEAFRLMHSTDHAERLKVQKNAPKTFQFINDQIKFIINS
# BoNT A protease: BoNT/A light chain protease inhibitors, primary screen, biochemical, flow cytometry, MLPCN library | inhibition, % at 10 µM | actives 0.17% (n = 360,000) | multiplex microsphere protease substrate cleavage | AID 588499, 2011 | Botulinum neurotoxin type A light chain protease (Clostridium botulinum A str. ATCC 3502); also: plate controls were buffer without enzyme for full effect and enzyme alone for no effect
# CCHFV vOTU inh: CCHFV vOTU protease inhibitors, primary screen, biochemical, Pep-AMC substrate, fluorescence | AID 651958, 2012 | inhibition, % at 11.5 µM | actives 0.55% (n = 370,000) | Crimean-Congo hemorrhagic fever virus L polyprotein viral ovarian tumor (vOTU) protease …; in the data active = inhibition above about 30%; also: 0% = vehicle wells with enzyme and 100% = no enzyme wells
# * = called active by the depositor; i = inactive; ? = inconclusive; / = not tested or not shown; & = joins results of further samples. Rule as the data show it, unless noted: active = inhibition above about 30%; inconclusive = no clear call, values can overlap the other calls; inactive = below that.
# A first look (3 entries):
SMILES,TcdB GH inh,3CLpro inhibitor,PriA SSB inh,VHR inh abs,Vc quorum ag,PfHsp40 yeast,Y pestis TopoI,Anthrax LF prot,BoNT A protease,CCHFV vOTU inh
CCN1CCN(c2ncnc3c2sc2nc(N4CCOCC4)c4c(c23)CCC4)CC1,/,/,-7,-20,-0.7,-0.2,1,2,0.1,-6
CC(C)c1c(O)nc(SCC(=O)N2CCCCC2)[nH]c1=O,1.1,-3,-2,5,5.3,-0.4,-2,-1,-1.7,9
COc1ccc(CNC(=O)c2ccc3c(=O)n(-c4ccccc4)c(=O)[nH]c3c2)cc1,/,-1,7,-8,i,-0.4,6,11,-1.9,/

# Main list, from the first entry:
SMILES,TcdB GH inh,3CLpro inhibitor,PriA SSB inh,VHR inh abs,Vc quorum ag,PfHsp40 yeast,Y pestis TopoI,Anthrax LF prot,BoNT A protease,CCHFV vOTU inh
CCN1CCN(c2ncnc3c2sc2nc(N4CCOCC4)c4c(c23)CCC4)CC1,/,/,-7,-20,-0.7,-0.2,1,2,0.1,-6
CC(C)c1c(O)nc(SCC(=O)N2CCCCC2)[nH]c1=O,1.1,-3,-2,5,5.3,-0.4,-2,-1,-1.7,9
COc1ccc(CNC(=O)c2ccc3c(=O)n(-c4ccccc4)c(=O)[nH]c3c2)cc1,/,-1,7,-8,i,-0.4,6,11,-1.9,/
O=C(NCCC1=CCCCC1)C1CCCN(S(=O)(=O)c2ccc(F)cc2)C1 (stereo not given),-0.3,1,-7,13,/,-0.4,1,-4,0.1,-31
O=c1[nH][nH]c2ccccc2c1=O,0.6,-4,-13,5,i,-0.5,-4,-7,-1.0,-9
O=C(NCc1ccc(F)cc1)C(=O)Nc1nc(C23CC4CC(CC(C4)C2)C3)cs1,0.7,2,-9,34,-0.1,-1.8,9,0,-0.6,-17
CCOc1ccc(N(CC(=O)NCc2ccco2)C(=O)CCC(=O)Nc2ccccn2)cc1,0.9,-2,1,39,0.4,0.2,15,4,-3.9,-11
C(=N\N(Cc1ccccc1)c1ccccc1)/c1cccnc1,1.1,1,/,3,-0.2,3.9,15,-4,-0.5,22
Cc1ccc(NC(=O)CSc2ccc3nnc(-c4ccccn4)n3n2)cc1,-3.3,-5,-7,24,0.7,-0.1,-2,1,1.9,-6
O=C(N/N=C/c1ccc2c(c1)OCO2)c1cccc2ccccc12,-12,2,/,2,4.8,-0.9,2,2,-1.1,6
Cc1cc(-c2ccccc2C(=O)NC2CCCCC2)on1,0.4,0,8,45,-0.6,1.0,6,-21,?,-2
COC(=O)c1ccccc1N=Nc1c(N)[nH][nH]c1=O,1.2,-3,-10,-30,i,-0.3,-11,-12,-0.4,8
C=CCOC(=O)c1ccccc1C(=O)OCC=C,0.0,/,-6,/,-0.4,-0.1,6,2,0.0,-5
CCCCCc1nnc(NC(=O)c2cccc(S(=O)(=O)N3CCOCC3)c2)s1,-0.9,/,-2,/,-0.7,1.6,16,1,1.2,-1
CC1CCN(S(=O)(=O)c2ccc(C(=O)OCc3ccc4c(c3)OCO4)cc2)CC1,/,4,-5&-4&-11,-25,-0.2,-0.3,-8,0,-0.2,-14
COc1ccc(CC(=O)N(Cc2ccccc2)c2ccc(C)cc2)cc1S(=O)(=O)N1CCOCC1,1.3,/,-5,/,i,-0.6,26,0,-1.8,18
CCC(CC)C(=O)c1c[nH]c(C(=O)NCc2ccccc2OC)c1,0.2,4,-9,6,1.4,-0.9,12,-5,-3.4,10
CCC(=O)Nc1cccc(NC(=O)c2ccc(Br)cc2)c1,-1.5,-1,0,3,-0.5,-0.6,3,-1,-0.1,13
COc1cccc(C2C(C(=O)c3ccco3)=C(O)C(=O)N2CCCN2CCOCC2)c1OC (stereo not given),1.5,/,-6,/,2.3,-1.8,9,2,-0.3,7
CCOc1ccc(NC2=C(OC)C(=O)c3ccccc3C2=O)cc1,/,2,112,2,-0.7,1.4,3,-1,0.1,62*
O=P(c1ccccc1)(c1ccccc1)C(c1ccccn1)P(=O)(c1ccccc1)c1ccccc1,-0.2,5,-9,13,-0.4,/,2,?,1.4,1
Cc1cccc(NCc2ccc(N(C)C)cc2)n1,-2.3,-2,35,-8,i,-1.1,3,-6,-2.1,-16
O=C(O)C1C2c3ccccc3C(c3ccccc32)C1C(=O)Nc1ccccc1 (stereo not given),0.5,6,10,6,i,2.4,9,-4,-0.8,-11
Cn1cccc1C(=O)OCC(=O)NC1CCS(=O)(=O)C1 (stereo not given),1.7,-1,-11,13,-0.3,0.5,7,-7,-0.5,7
Nc1ncnc2c1ncn2[C@@H]1O[C@H](CN2CCCS2(=O)=O)[C@@H](O)[C@H]1O,-0.5,/,-10,/,-1.5,-0.2,3,-7,0.2,9
CCOc1ccc(NC(=O)C(=O)NCCN2CCN(C(=O)c3ccc(C)cc3)CC2)cc1,-0.9,-6,5,2,-0.2,1.0,26,-1,-1.7,-3
COc1ccccc1OCC(=O)NCc1cccs1,/,-5,-19,25,6.2,0.3,-3,-10,-4.7,-12
CC(=O)n1nc2nc(C)cc(C)c2c1N,/,1,-2,15,-0.6,1.8,-6,-4,-1.1,/
CC(C)C(NC(=O)C1CCCCC1)C(=O)NC1=NCCS1 (stereo not given),/,0,-5,18,-0.3,-1.6,-1,-2,-2.2,8
COc1ccccc1NC(=O)C(=O)NCCCN1CCCC1=O,2.8,/,-11&-2&-2,/,-1.6,-0.3,2,4,-1.4,5
COc1ccc(C2CC(c3ccccc3)=NN2C(=O)CSc2ncn[nH]2)cc1 (stereo not given),-1.2,4,-12,-2,-1.0,-0.8,2,-5,-1.9,-1
Oc1ccc(/C=N/n2c(-c3ccccc3)n[nH]c2=S)cc1Br,2.7,5,/,22,-0.8,-0.3,-9,-7,3.6,-1
CCOC(=O)C1=C(COC(=O)[C@@H](NC(=O)c2cccc(C)c2)C(C)C)NC(=O)NC1C (stereo not given in full),1.5,/,-7,/,i,0.3,4,-7,-0.5,-5
Cc1cccc(C)c1OCC(O)CN1CCN(c2ccccn2)CC1 (stereo not given),2.0,2,-5,11,0.0,-1.1,1,-5,-1.0,-17
N#CCC(=O)Nc1ccc(C(=O)NCc2ccccn2)cc1,-1.0,1,-7,16,-0.2,0.3,1,0,-0.5,6
COc1ccc(C(=O)Oc2ccc3c(C)cc(=O)oc3c2C(C)=O)cc1,-0.8,-2,-12,3,8.3,-0.1,-10,-2,0.2,22
O=C1CN(c2nc(-c3ccccc3)c3ccccc3n2)c2ccccc2N1,/,2,3,8,-0.3,-0.1,3,-1,1.2,-16
COCCN(C(=O)C1CC1)c1nnc(-c2cccc(C)c2)s1,/,5,-10,-29,i,-0.6,30,1,-0.3,8
CCOc1ccc(-c2c(=O)n(OCC)c3ccccc3[n+]2[O-])cc1,0.4,4,-7,2,i,?,4,-1,-0.1,-11
O=C(Nc1cccc(S(=O)(=O)Nc2ccc(Cl)cc2)c1)c1ccc(Cl)nc1,0.9,6,-3,13,i,0.2,-1,-3,-0.1,21
CCOc1ccc(NC(=O)c2cccnc2C(=O)O)cc1,/,-4,7,19,-0.5,0.0,-9,-1,-0.1,6
C=CCn1c(COC)nnc1SCC(=O)c1ccc(F)cc1,/,-2,-6,-2,i,-0.3,11,-4,?,-16
O=c1ccnc(Sc2ncccc2[N+](=O)[O-])[nH]1,/,2,-4,36,i,-0.7,5,0,-0.2,6
O=C(CCc1nc2ccccc2c(=O)[nH]1)NNC(=O)COc1ccc(Br)cc1,1.7,/,-10,/,i,/,-9,-5,5.5,3
COc1ccc(Br)cc1/C=N/N1CCN(Cc2ccccc2Cl)CC1,0.7,-8,/,16,0.3,-1.3,-17,-9,-0.9,2
Cc1ccc(C(c2nnnn2CCc2ccccc2)N2CCSCC2)cc1 (stereo not given),/,7,-4,18,i,3.2,12,-1,-0.9,1
CCOC(=O)Cc1cnc(NC(=O)CSc2nc3ncnc(N)c3[nH]2)s1,1.0,-2,-8,12,i,-0.4,3,2,0.3,-6
Cc1nn(-c2nnc(NC3CCCCC3)nn2)c(C)c1Br,/,3,2,-8,-0.1,0.6,31,10,35*,1
Cc1ccc(Oc2ncccc2/C=N/OCc2ccc(Cl)cc2Cl)cc1,/,-1,/,6,-0.2,1.0,-4,-6,-0.1,12
CCNC(=S)Nc1nc2c(cc1C(=O)OCC)CCCC2,1.9,1,-2,3,-0.6,0.0,3,-2,1.0,-14
COc1ccc(C(=O)Nc2cnn(Cc3ccc(Cl)cc3)c2)cc1OC,/,4,-4,-8,-0.2,0.2,-3,-4,0.1,-7
O=C(CCc1ccccc1)NNC(=O)C1CCCCC1,/,-2,-13,34,-0.5,1.3,5,-3,-1.6,7
O=S(=O)(NCc1csc(-c2cccs2)n1)c1ccccc1,1.3,1,5,33,i,0.8,2,-7,-0.6,5
CC(C)Oc1ccc(-c2cc(=O)[nH]c(=O)[nH]2)cc1,/,3,-17,-5,0.6,-0.4,5,2,0.1,11
COC(=O)c1cc(-c2ccccc2)sc1N,/,51*,-5,13,-5.6,1.7,6,-3,0.2,9
COc1ccc(CCNC(=O)c2coc3ccccc3c2=O)cc1OC,0.7,-3,6,18,-3.6,0.2,7,-6,-0.4,9
CC(=Nc1ccccc1)C1=C(O)CC(C)(C)CC1=O,0.4,4,-13,12,-1.8,-2.3,0,-10,-1.2,2
CCCCCCCCCOC(=O)C1N2C(=O)[C@@H](NC(=O)COc3ccccc3)[C@H]2SC1(C)C (stereo not given in full),2.0,/,-10,/,-0.8,4.2,16,-6,0.2,8
COC1=C(Nc2ccc(OC)cc2)C(=O)C(OC)=C(Nc2ccc(OC)cc2)C1=O,-0.3,/,-1,/,1.0,-1.3,1,-9,-0.2,-5
CCOC(=O)Cc1csc(SCC(=O)Nc2cccc(C#N)c2)n1,/,0,1,-6,-0.3,0.1,-5,-10,-1.7,-7
# (continued)
SMILES,TcdB GH inh,3CLpro inhibitor,PriA SSB inh,VHR inh abs,Vc quorum ag,PfHsp40 yeast,Y pestis TopoI,Anthrax LF prot,BoNT A protease,CCHFV vOTU inh
O=C1c2ccccc2C(=O)N1CCCn1c(=O)oc2ccccc21,-0.2,6,-1&1&-18,2,3.3,-0.8,3,-3,-0.9,0
O=C(c1ccc(F)cc1Cl)N1CCN(CCc2ccccc2)CC1,2.0,4,3,35,-1.7,-1.1,4,-11,-3.3,-13
COc1ccc2[nH]c(=O)c(CN(C(=O)c3cccnc3)c3ccc(C)c(C)c3)cc2c1,-0.8,4,7,9,-0.2,-0.7,9,-2,-0.9,-15
C=CCn1c(=N)n(CC(=O)c2ccccc2)c2ccccc21,2.9,0,-15,-23,-0.8,-0.7,-6,6,-2.7,4
COc1ccc(-c2csc(NC(=S)NC(=O)/C=C/c3ccco3)n2)cc1Br,0.3,-6,-5,23,0.4,0.5,2,8,3.2,2
COc1cccc(CNC(=O)CN2C(=O)COc3ccc(S(=O)(=O)N4CCCC4)cc32)c1,-0.6,0,-6,12,-0.3,3.7,1,1,-0.5,-4
O=C(CSc1ccccn1)Nc1ccc2c(c1)OCO2,1.2,1,3,4,i,/,1,-10,0.0,-14
O=S(=O)(c1ccc2c(c1)OCCO2)N1CCNCC1,0.5,-1,1,-6,/,-0.8,5,-8,-0.8,-7

# This is a subset, so the mix of outcomes need not match the whole.
